Screening data deposited in PubChem by several laboratories.
NPY Y2 blocker: blocks the human neuropeptide Y Y2 receptor. NPY-Y2 expressing cells, antagonist mode. 0.99% of 140,000 active. inhibition, % at 2.7 µM; in the data active = inhibition above about 17%;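 also: 0% = vehicle with agonist challenge and 100% = reference antagonist with challenge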
Target sequence (P49146 whole entry, looked up): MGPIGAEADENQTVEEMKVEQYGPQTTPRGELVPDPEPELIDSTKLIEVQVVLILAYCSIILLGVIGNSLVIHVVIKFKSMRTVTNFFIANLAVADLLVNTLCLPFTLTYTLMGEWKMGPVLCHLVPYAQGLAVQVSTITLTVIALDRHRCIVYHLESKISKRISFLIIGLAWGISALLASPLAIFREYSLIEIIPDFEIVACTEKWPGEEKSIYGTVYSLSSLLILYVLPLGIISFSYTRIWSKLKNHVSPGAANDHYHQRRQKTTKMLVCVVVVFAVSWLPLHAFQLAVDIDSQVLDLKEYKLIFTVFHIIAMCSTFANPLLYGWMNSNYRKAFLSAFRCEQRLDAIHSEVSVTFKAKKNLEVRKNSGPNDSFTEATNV
E-sel TNF inh: TNF alpha driven E-selectin expression inhibition; HUVEC TNFa-induced E-selectin immunofluorescence, high content; inhibition, % at 2 µM; 0.71% of 120,000 active;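 active = inhibition above the batch mean plus 3 SD, and confirmed as a hit on visual image review, cut at about 43% in these data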;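 also: 0% = TNF-stimulated DMSO wells and 100% = unstimulated control wells; not every result past the cut was called active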
GALR2 blocker: antagonists of human galanin receptor 2 (GALR2); O43603; GALR2-expressing cells, antagonist mode; 0.39% of 140,000 active; inhibition, % at 4 µM; AID 828; in the data active = inhibition above about 27%;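 also: cells stimulated with galanin 1-16 at roughly its EC80; 0% = agonist challenge control and 100% = basal control without agonist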
Target sequence (O43603 whole entry, looked up): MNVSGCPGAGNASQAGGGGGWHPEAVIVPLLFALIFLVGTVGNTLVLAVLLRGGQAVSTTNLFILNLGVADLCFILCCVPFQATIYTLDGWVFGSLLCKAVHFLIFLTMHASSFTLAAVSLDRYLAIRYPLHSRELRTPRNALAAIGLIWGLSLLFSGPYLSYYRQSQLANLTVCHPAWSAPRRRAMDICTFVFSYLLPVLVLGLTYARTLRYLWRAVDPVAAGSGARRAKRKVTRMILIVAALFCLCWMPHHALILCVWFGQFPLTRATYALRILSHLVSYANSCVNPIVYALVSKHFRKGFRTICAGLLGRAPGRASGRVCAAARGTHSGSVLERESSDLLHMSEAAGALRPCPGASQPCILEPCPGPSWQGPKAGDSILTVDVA
Phagocyt inh: inhibitors of macrophage phagocytosis | J774A.1 macrophage IgG-bead phagocytosis, imaging | inhibition, % at 5 µM | 0.07% of 110,000 active | AID 1029;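 active = inhibition above the mean of the plate negative controls plus 5 SD, cut at about 13% in these data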;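 also: phagocytic index as fraction of beads internalized from green versus red external bead signal; plate controls were DMSO negative control for no effect and cytochalasin-D positive control for full effect; some results beyond the cut were filed as inactive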
HCT116 bCat-KO: beta-catenin-lacking colon tumor cell growth suppression | HCT116 beta-catenin knockout viability, CellTiter-Glo, 60 h; hits give low values | viability, % at 10 µM | 1.5% of 140,000 active;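 active = viability at or under a set limit, the compound median less 4 SD, cut at about 6% in these data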;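 also: 0% = Hyamine 1622 control at 20 µM and 100% = untreated cell control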
MRP1 act: activates MRP-1. AID 799. H69AR cells + doxorubicin, viability rescue, CellTiter-Glo. 0.61% of 140,000 active. viability increase, % at 10 µM;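 active = viability gain under doxorubicin at or above a set limit, the compound median plus 3 SD, cut at about 4.7% in these data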;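 also: MRP-1 overexpressing cells given doxorubicin 25 µM after compound pretreatment; 18-22 h compound pretreatment then 72 h with doxorubicin before readout; 0% = doxorubicin-only wells and 100% = vehicle-treated cells without doxorubicin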
Yeast lifespan up: yeast lifespan extension; S. cerevisiae growth with nicotinamide, OD615; deaD strain in restrictive glucose medium; inhibition of the nicotinamide effect, % at 10 µM; 0.68% of 130,000 active; AID 775;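 active = inhibition above a set limit, placed 3 SD over the median of all compounds, cut at about 26% in these data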;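 also: 0% = nicotinamide-treated wells and 100% = cells grown without nicotinamide; some compounds called inactive have numbers as strong as hits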
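Assay system: engineered S. cerevisiae DeaD replicative-lifespan strain, galactose-grown log-phase cells; medium: restrictive CSMM-D dextrose medium; also added: nicotinamide, 1.5 mM, co-present with compound; schedule: 48 h compound exposure at 30 °C, humidified; detection: absorbance at 615 nm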
PTEN del growth: growth suppressors of cells with PTEN tumor suppressor deletion; HCT116 PTEN-null viability, CellTiter-Glo, 60 h; hits give low values; viability, % at 10 µM; 1.2% of 140,000 active; AID 827;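 active = viability at or below a set limit, 4 SD under the median of all tested compounds, cut at about 3.7% in these data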;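 also: PTEN knockout HCT116 line with beta catenin targeted HCT116 as companion control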
Measles CPE: protection of cells from measles virus; 1.5% of 140,000 active; protection (pct of control), % at 4 µM; Measles virus-infected cells, CPE protection, absorbance; in the data active = protection mostly above about 24%, no sharp cut-off; inactive = mostly below about 26%; also: some compounds called inactive have numbers as strong as hits
Yeast growth inh: chemicals that inhibit yeast BB579 growth in restrictive medium (lifespan-shortening candidates) | S. cerevisiae BB579 growth, OD615, 48 h | inhibition, % at 10 µM | 0.51% of 140,000 active;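 active = inhibition above a set limit, 3 SD over the mean compound inhibition, cut at about 44% in these data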; also: inactives centre near -24
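Assay system: S. cerevisiae DeaD strain BB579 yeast. Medium: CSMM-D restrictive synthetic medium containing dextrose (glucose). Times: 4 h cell preincubation, 48 h compound exposure, 30 °C humidified. Signal: OD615 turbidity measurement. Benchmarks: positive control amphotericin B 10 µg/mL.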
* marks the source's active call; other numbers are inactive results; · = not tested or not shown. Outcome played no part in choosing rows. About 6.1% of those tested had a hit in this group.

Under each structure: NPY Y2 blocker, E-sel TNF inh, GALR2 blocker, Phagocyt inh, HCT116 bCat-KO, MRP1 act, Yeast lifespan up, PTEN del growth, Measles CPE, Yeast growth inh
- CCn1c(=O)c2cc(C(=O)Nc3cc(C)on3)sc2c2ccccc21
→ -2, ·, -1, -1, 75, -2.4, -6, 64, 8, -31
- Cc1[nH]nc2c1/C(=N/O)CC(c1ccccc1)C2 (centres undefined)
→ 1, 2, 10, 0, 80, -3.6, 0, 82, 5, 2
- Cc1cc(C)c(S(=O)(=O)N2CCN(CCO)CC2)c(C)c1
→ 3, 13, -7, 0, 96, -4.1, -3, 90, 15, -19
- Oc1ccc(Cl)cc1C1=Nc2ccccc2N=C(c2ccco2)C1
→ 1, 9, -2, ·, 67, -3.3, ·, 69, 26, -26
- CSc1nc(-c2ccco2)nn1C(=O)c1ccc(Cl)cc1
→ 4, ·, -1, 0, 103, -1.6, 20, 95, 3, 25
- Cc1cc(=O)n2[nH]c(-c3ccc(C(C)(C)C)cc3)cc2n1
→ -3, -11, 10, -1, 64, -1.5, -1, 65, 18, -24
- COc1cc(C2NC(=O)CS2)cc(OC)c1OC (centres undefined)
→ 0, 10, 0, -4, 102, -0.5, 4, 103, 23, -55
- COC(=O)c1cn(CC(=O)NCc2cccs2)c2ccccc12
→ 1, -25, -1, -2, 94, -1.6, 30, 94, 9, 3
- Cn1c(=O)c2c(ncn2CC(=O)Nc2nnc(Cc3ccccc3)s2)n(C)c1=O
→ 4, -27, -4, -1, 101, -0.5, -2, 99, 6, -30
- COc1ccc(OC)c(CCNC(=O)CS(=O)(=O)Cc2nc(-c3ccccc3C)oc2C)c1
→ 16, -1, -11, 0, 70, -1.2, 9, 69, 0, -30
- CC(C)(C)C(=O)CN1CCN(S(=O)(=O)c2ccc(F)cc2)CC1
→ 0, ·, 0, -1, 100, -1.4, -6, 93, 3, 23
- O=C(Cn1nc(-c2ccc(N3CCOCC3)c([N+](=O)[O-])c2)c2ccccc2c1=O)N1CCCCC1
→ 57*, 7, -2, 0, 111, 1.2, -13, 102, 28, -56
- COc1ccccc1C1C2CCCCC2(O)CCN1CC(=O)Nc1ccccc1 (centres undefined)
→ 1, -33, 8, 0, 87, -3.5, -17, 89, 6, -55
- Cn1c(=O)[nH]c(=O)c2c1nc(SCCN1CCOCC1)n2Cc1ccccc1
→ -2, 26, 10, -1, 90, -0.8, -9, 100, 10, -23
- COc1ccc(C(CC(=O)NC(C)(C)C)n2cccc2)cc1 (centres undefined)
→ 2, ·, -5, -2, 94, -1.8, 0, 96, 18, -20
- COc1ccc(-c2nc(CSCC(=O)NCCC3=CCCCC3)c(C)o2)cc1OC
→ 7, -7, -11, 0, 86, 0.2, -4, 78, 3, -20
- c1ccc(-c2cc(N3CCOCC3)nc3ccccc23)cc1
→ 1, -18, 3, 0, 89, -1.1, 94*, 87, 4, -55
- CCOC(=O)c1c(-c2ccccc2)nc2cc(C)ccn12
→ 2, 4, -4, ·, 103, -1.1, -9, 114, 6, -37
- Cc1ccc(NC(=O)CCC(=O)NNC(=O)COc2ccccc2)c(C)c1
→ 3, ·, 2, 0, 96, 1.1, 7, 104, 11, -12
- COc1ccc([N+](=O)[O-])cc1COc1cc(C)cc2oc(=O)cc(-c3ccccc3)c12
→ 0, 43, 3, -3, 28, -4.2, 2, 34, 7, -41

By substructure: the compounds so far containing a Cl atom (2)
Under each structure: NPY Y2 blocker, E-sel TNF inh, GALR2 blocker, Phagocyt inh, HCT116 bCat-KO, MRP1 act, Yeast lifespan up, PTEN del growth, Measles CPE, Yeast growth inh
- Oc1ccc(Cl)cc1C1=Nc2ccccc2N=C(c2ccco2)C1
→ 1, 9, -2, ·, 67, -3.3, ·, 69, 26, -26
- CSc1nc(-c2ccco2)nn1C(=O)c1ccc(Cl)cc1
→ 4, ·, -1, 0, 103, -1.6, 20, 95, 3, 25

(list continues)
structure	NPY Y2 blocker	E-sel TNF inh	GALR2 blocker	Phagocyt inh	HCT116 bCat-KO	MRP1 act	Yeast lifespan up	PTEN del growth	Measles CPE	Yeast growth inh
CC1(C)c2ssc(=S)c2-c2ccccc2N1C(=O)CSC1=NCCS1	-4	19	4	·	68	-3.9	-19	74	38*	-45
COc1ccc(/C=C(/C#N)C(=O)Nc2cccnc2)cc1OC	-1	19	-9	-5	99	0.3	6	101	4	-46
CCn1c(COc2ccccc2C)nc2ccccc21	7	-1	14	·	96	0.3	·	91	23	-29
O=C(CSc1nnc(NC(=O)c2ccc(S(=O)(=O)N3CCOCC3)cc2)s1)Nc1ccccc1C(F)(F)F	3	-10	-2	-6	78	-1.1	3	83	4	-7
O=C(Nc1ccc2c(c1)OCCO2)c1cc2sccc2n1Cc1ccc(F)cc1	-2	-10	-1	·	61	-5.0	-4	72	3	-38
Cc1nn(-c2ccccc2)c(N2CCCC2)c1/C=N/NC(=S)Nc1ccccc1C(F)(F)F	-1	·	3	-6	57	-1.4	-3	52	3	-31
CCCN(CC1CC1)C(=O)CSc1nnc(-c2cc(-c3cccs3)nc3ccccc23)o1	2	21	-1	-1	81	1.6	9	80	3	-34
O=[N+]([O-])c1cc(S(=O)(=O)N2CCCC2)ccc1N/N=C/c1cccnc1	2	·	-3	-10	90	-2.4	6	93	10	-43
Cc1cc(Cl)ccc1OCC(=O)OCC(=O)Nc1ccc(F)c([N+](=O)[O-])c1	5	-1	-8	0	91	-1.0	-5	101	22	-21
COC(=O)c1ccccc1NC(=O)C1CCC(=O)N1S(=O)(=O)c1ccc(C)cc1 (centres undefined)	-1	-20	-13	3	91	-2.6	-10	87	19	-13
COc1ccc(C(=O)CSc2nnc(C(CO)NC(=O)c3ccc(OC)cc3)n2C)cc1 (centres undefined)	1	-15	-2	0	118	-1.4	-11	97	9	-20
O=C(COC(=O)CNC(=O)c1cccc([N+](=O)[O-])c1)Nc1nc2ccccc2s1	4	·	17	1	108	-1.9	7	104	8	-16
CCCn1c(NCc2ccco2)nc2ccccc21	4	2	6	0	84	-3.2	-4	79	2	30
O=C(NCc1ccc(F)cc1)c1c2c(nc3ccccc13)CCN(Cc1ccccc1)C2	6	-57	18	-6	89	-2.4	0	93	8	-42
CCOC(=O)c1cnc2sc3c(n2c1=O)CCCC3	3	·	4	-1	27	-2.0	1	22	5	-15
C=CCn1c(-c2csc3ccccc23)n[nH]c1=S	2	11	7	0	98	-1.6	-2	91	1	-17
CCCn1c(=O)c(C(=O)NNS(=O)(=O)c2ccc(C)cc2)c(O)c2ccccc21	14	·	11	-16	60	-0.9	21	55	·	-13
CC1(C)Cc2ccccc2C(N/N=C/c2cccc(F)c2)=N1	4	-74	-14	·	100	-0.9	-8	91	0	-41
O=C(CCc1ccccc1)Nc1nncs1	1	-7	-4	·	100	-0.8	-19	93	4	-44
Cc1cccc(NC(=S)NCc2ccc3[nH]c4c(c3c2)CCCC4)c1	-5	0	8	·	33	-4.6	-2	34	10	16
N/C(=N\OS(=O)(=O)c1ccccc1)c1cccnc1	0	·	-11	-2	92	2.6	11	98	16	-12
CCc1ccccc1NC(=O)CSc1nc2n[nH]c(C)c2c(=N)n1-c1cccc(OC)c1	1	54*	-1	·	63	-0.2	·	65	15	-29
O=[N+]([O-])c1ccc2c(c1)C(N1CCOCC1)/C(=C/COc1ccc(F)cc1)O2 (centres undefined)	9	-35	-3	0	74	-3.1	-22	76	2	-53
O=C1c2ccccc2-c2nc3ccccc3nc21	0	-22	8	0	87	-1.3	-15	89	8	85*

Records listed above marked active in Yeast growth inh.
SMILES,NPY Y2 blocker,E-sel TNF inh,GALR2 blocker,Phagocyt inh,Yeast lifespan up,Measles CPE,Yeast growth inh
O=C1c2ccccc2-c2nc3ccccc3nc21,0,-22,8,0,-15,8,85*

Next structures follow:
structure	NPY Y2 blocker	E-sel TNF inh	GALR2 blocker	Phagocyt inh	HCT116 bCat-KO	MRP1 act	Yeast lifespan up	PTEN del growth	Measles CPE	Yeast growth inh
O=C(NC(=S)N1CCN(c2ccc(Cl)cc2[N+](=O)[O-])CC1)c1ccco1	5	·	7	-7	80	-0.8	13	82	20	-4
CCOc1ccc(N2CC(C(=O)NCCc3ccc(OC)c(OC)c3)CC2=O)cc1 (centres undefined)	1	38	-10	·	89	-0.2	·	94	4	-7
O=C(CCc1ccccc1)Nc1nc2n(n1)C(c1ccc(Cl)cc1)CC(=O)N2 (centres undefined)	1	31	0	0	83	4.5	-11	83	5	-46
CCOCc1cc(C2NC(=O)NC(C)=C2C(=O)OCC)ccc1OC (centres undefined)	-1	7	-3	5	98	-0.9	-15	95	16	-1
CC(C)NC(=S)N1CCN(C(c2ccccc2)c2ccccc2)CC1	4	·	7	-14	90	-0.9	-6	78	6	8
CCOC(=O)c1c(-c2ccccc2)csc1NC(=O)CSc1nc(N)cc(N)n1	-1	·	4	-3	44	-0.5	1	54	20	-15

Whole records, quoted from the list. Order of screens: NPY Y2 blocker, E-sel TNF inh, GALR2 blocker, Phagocyt inh, HCT116 bCat-KO, MRP1 act, Yeast lifespan up, PTEN del growth, Measles CPE, Yeast growth inh
Results for CC(C)NC(=S)N1CCN(C(c2ccccc2)c2ccccc2)CC1 : 4, ·, 7, -14, 90, -0.9, -6, 78, 6, 8
Results for CCOCc1cc(C2NC(=O)NC(C)=C2C(=O)OCC)ccc1OC (centres undefined) : -1, 7, -3, 5, 98, -0.9, -15, 95, 16, -1
